MKP-3 inhibition = MKP-3 phosphatase inhibitors, primary screen, biochemical, rat enzyme, in vitro (AID 425) | recombinant MKP-3 phosphatase activity, fluorescence; higher % means a stronger effect | one-dose inhibition, % at 20 µM; IC50 in µM for titrated hits | actives 0.17% (n = 110,000); in the data active = inhibition above about 50%;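 also: plate controls were vehicle for no effect and reference inhibitor for full effect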
Hsp70 inhibitors = small molecules displacing fluorescent ligand from Hsp70 – biochemical, fluorescence polarization, primary screen (AID 583); actives 0.06% (n = 140,000); Hsp70 fluorescence polarization probe displacement, mP; higher % means a stronger effect; displacement, % at 20 µM, or IC50 in µM where a hit was titrated; in the data active = displacement above about 50%;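 also: plate controls were vehicle for no effect and reference ligand for full effect; a part of the inactive calls stands beside numbers as strong as those of hits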
* = called active by the depositor; · = no result given; & = joins results of further samples. The list is partial; count on the stated rates, not on these rows.

Each structure is followed by: MKP-3 inhibition, Hsp70 inhibitors
Cc1ccc(C(=O)O)cc1S(=O)(=O)N1CCOCC1
 : -3.0%, -0.5%
CCN(CC)CCCN1C(=O)C(O)=C(C(=O)c2cc3cccc(OC)c3o2)C1c1ccncc1 (centres undefined)
 : -0.1%, 0.3%
N#C/C(=C\c1ccccc1)C(=O)NC(=O)Oc1ccccc1
 : ·, -9.1%
COc1ccccc1NC(=O)Cn1nnc(-c2ccccc2NC(=O)c2cccs2)n1
 : -10.5%, -5.7%
OC(COc1ccc2cc(Br)ccc2c1)CN1CCN(c2ccccn2)CC1 (centres undefined)
 : 1.6%, -2.6%
CC(Sc1c[nH]c2ccccc12)C(=O)O (centres undefined)
 : ·, 2.4%
O=C1C2ON(c3ccccc3)C(c3cccnc3)C2C(=O)N1c1ccc(Cl)c(Cl)c1 (centres undefined)
 : 3.4%, -4.1%
Cc1c(C)[n+](=O)c(-c2ccc(F)cc2)c(C)n1[O-]
 : -2.5%, -4.4%
COc1ccc(CN(C(=O)CN2C(=O)COc3ccccc32)C2CCCC2)c(OC)c1
 : 1.0%, 2.9%
COc1cc(C(=S)N2CCOCC2)cc(OC)c1OC(=O)c1ccc(C)cc1
 : 2.0%, -0.9%
CCCCCOC(=O)Nc1ccc(S(=O)(=O)Nn2cnnc2)cc1
 : -3.9%, -3.7%
Cc1ccc(OCCOCCOc2ccc(/C=c3\sc4nc5ccccc5n4c3=O)cc2)cc1
 : -3.1%, -3.6%
Oc1c(C(c2ccccc2)N2CCCCC2)sc2ncnn12 (centres undefined)
 : -3.4%, 2.5%
Cc1ccc(S(=O)(=O)NC(C)C(=O)Nc2ccc(C(N)=O)cc2)cc1 (centres undefined)
 : -8.5%, 1.3%
O=c1oc2ccccc2c2c1ncn2-c1ccccc1
 : 1.2%, 1.6%
c1ccc(-c2cc(N3CCCCC3)nc3ccccc23)cc1
 : -2.9%, 4.1%
O=C(Nc1sc2c(c1C(=O)O)CCC2)c1cccs1
 : -0.1%, 18.6%
COc1ccc(NC(=O)c2ccc(COc3ccccc3)o2)cc1
 : ·, -0.8%
CS(=O)(=O)Nc1ccc(-c2n[nH]c(=S)n2-c2ccccc2)cc1
 : -9.4%, -3.1%
CCOc1ccc(/C=C2\C(=O)NC(=O)N(c3ccccc3F)C2=O)cc1Cl
 : -6.8%, -2.3%
CC(C)N(CCNC(=O)C1CCN(S(=O)(=O)N2CCOCC2)CC1)Cc1ccccc1
 : -1.2%, -1.1%
c1ccc(Nc2cc(Nc3ccccc3)[nH]n2)cc1
 : -5.0%, 5.5%
COCCCn1c(SCC(=O)n2c(C)c(C)c3ccccc32)nnc1-c1ccoc1C
 : -9.0%, -0.8%
CC(CC(=O)O)CC(=O)Nc1ccccc1C(=O)O (centres undefined)
 : -5.9%, 0.2%
CC1Cc2cc(-c3csc(NC(=O)Cc4cccs4)n3)ccc2N1S(C)(=O)=O (centres undefined)
 : -4.1%, -1.4%
C=CCOc1nc2c(c(=O)n(C)c(=O)n2C)n1Cc1ccc(Cl)cc1
 : -2.2%, 1.2%
Cc1nc(C)c(C(=O)Nc2cccc(Cl)c2)o1
 : -1.8%, 3.5%
CCc1ccccc1N1C(=O)NC(=O)/C(=C\c2ccc(I)o2)C1=O
 : 7.7%, 16.1%
Cn1cnnc1SCc1ccccc1
 : 3.4%, -3.6%&-2.5%
COc1ccccc1-c1nnc(Sc2nc([N+](=O)[O-])nn2C)o1
 : ·, 18.4%
COc1ccc(C2N(C(=O)CN3CCOCC3)CCN2S(=O)(=O)c2ccccc2)cc1 (centres undefined)
 : 4.1%, 1.3%
CC1CCN(c2ccc(C(=O)O)cc2)CC1
 : -13.7%, 2.3%
Cc1cc(N2CCN(c3cccc(C(F)(F)F)c3)CC2)n2ncnc2n1
 : -7.2%, 4.9%
CCN(C(=O)c1cn(C)c(=O)c2cc(OC)c(OC)cc12)c1cc(C)ccc1C
 : 6.7%, 9.3%
CCOC(=O)Cc1csc(NC(=O)c2cc(OC)cc(OC)c2)n1
 : ·, 7.5%
O=C(CCCCCN1C(=O)c2cccc3cccc(c23)C1=O)NCCCO
 : -4.9%, 4.9%
COc1ccc(-n2sc3c(c2=S)-c2ccc(OC)cc2NC3(C)C)cc1
 : 0.0%, -1.0%
CN(CCC#N)C(=O)Cn1nc(Cc2ccncc2)c2ccccc2c1=O
 : 3.4%, -0.7%
CCOc1cc(C(=S)N2CCOCC2)ccc1O
 : -6.2%&1.7%, 0.9%&-4.8%
COC(=O)c1ccc(/C=C2\SC(=Nc3cccc(Cl)c3C)NC2=O)cc1
 : 3.9%, 1.4%
CC(=O)OCc1c(COC(C)=O)[n+](=O)c2ccccc2n1[O-]
 : 12.3%, -0.3%
c1ccc(-c2noc(CSc3nnnn3C3CCCCC3)n2)cc1
 : -7.9%, 6.0%
N#Cc1c(NC(=O)CSc2ccccc2)sc2c1CCCC2
 : 2.5%, 1.4%
Cc1ccc(C(=O)N/C(=C\c2ccc(C(C)C)cc2)C(=O)NCCCN2CCOCC2)cc1
 : 1.6%, -5.8%
CS(=O)(=O)N(CC(=O)Nc1ccc(Cl)c(Cl)c1)c1ccc(Cl)cc1
 : -2.0%, -1.2%
CC(C)CC(=O)NC(NC(=S)Nc1cccc(Br)c1)C(Cl)(Cl)Cl (centres undefined)
 : -2.5%, 4.8%
Cc1cccc(N2C(=O)/C(=C/c3ccc(C(C)C)cc3)SC2=S)c1
 : -0.2%, -3.8%
COc1ccc(N(CC(=O)Nc2cc(C)cc(C)c2)S(C)(=O)=O)cc1
 : 5.0%, 1.1%
CCc1nc(N2CCN(C(=O)c3ccco3)CC2)c2oc3ccccc3c2n1
 : 1.7%, 13.1%
N#C/C(=C\c1cccs1)Sc1nc2ccccc2s1
 : 3.8%, -4.6%
COc1ccc(OCCOCCOc2ccc(OC)cc2)cc1
 : 3.0%, 2.6%
O=C(O)CC(c1ccccc1)n1cnnn1 (centres undefined)
 : 1.5%, 3.3%
CCOc1ccc(NC(=S)NC(=O)c2ccccc2)c([N+](=O)[O-])c1
 : -0.8%, -0.8%
Cc1cc(N(C(=O)c2ccco2)C(C(=O)NC2CCCCC2)c2ccccc2)ccc1-n1cnnn1 (centres undefined)
 : 1.4%, 6.6%
Cc1ccc(/C(O)=C2\C(=O)C(=O)N(c3ccc(O)cc3)C2c2ccccc2F)cc1 (centres undefined)
 : 3.5%, 6.8%
CCN(CC)c1ccc2cc(-c3nc4ccccc4n3C)c(=O)oc2c1
 : -1.3%, -25.1%
Cc1ccc(N(CC(=O)N2CCOCC2)S(=O)(=O)c2ccc(F)cc2)cc1
 : 3.3%, -3.0%
Cc1ccc(Cn2c(=O)c3ccccc3n3c(CCC(=O)O)nnc23)cc1
 : -4.1%, 6.0%
O=C(O)CCCc1nc2ccccc2s1
 : 6.3%&0.9%, 2.8%&-1.3%
O=C(CCCOc1ccccc1)Nc1ccc(Cl)c(Cl)c1
 : 6.7%, -3.6%

More structures follow.
Each structure is followed by: MKP-3 inhibition, Hsp70 inhibitors
Cn1c(=O)c2c(nc(Br)n2CCSc2nnnn2-c2ccccc2)n(C)c1=O
 : -0.1%, -0.3%
CCOC(=O)CCN1C(=O)/C(=C/c2ccc(Cl)cc2Cl)SC1=S
 : 0.5%, -0.8%
CC(C)C12CN3CC(C(C)C)(CN(C1)C3c1c(O)ccc3ccccc13)C2=O (centres undefined)
 : -1.3%, -5.4%
Nc1ncc(Cc2ccccc2[N+](=O)[O-])s1
 : 1.1%, -4.3%
C/C(=N\NC(=O)Cc1cccn1C)c1cccc2ccccc12
 : ·, -0.8%
CC(Oc1ccccc1)C(=O)Nc1ccccc1F (centres undefined)
 : -0.5%, -1.6%&5.2%
COc1ccc(S(=O)(=O)N2CN(Cc3ccco3)c3nc4ccccc4nc32)cc1
 : -7.8%, 2.0%
Cc1ccnc(NC(=O)c2ccc(NC(=O)c3ccco3)cc2)c1
 : -9.8%, 0.4%
CC(=O)NC(C(=O)NCC(N)=O)C(C)C (centres undefined)
 : -3.3%, 3.7%
COc1ccccc1N1CCN(C(=O)CN(Cc2ccccc2)S(C)(=O)=O)CC1
 : 6.7%, 3.5%
COc1ccc(-c2nnc(-c3cc4c(ccc5ccccc54)oc3=O)o2)cc1
 : ·, 29.7%
O=C(CN(c1ccc(F)cc1)S(=O)(=O)c1ccccc1)NCc1ccco1
 : -10.0%&1.6%, 4.4%&0.0%
C=CCOc1cc(Br)c(/C=C2\C(=O)NC(=O)N(c3ccc(C)cc3)C2=O)cc1OC
 : -0.3%, 3.9%
COc1ccc(C(NC(=O)c2ccccc2F)c2ccc(OC)c(OC)c2)cc1 (centres undefined)
 : -0.1%, -4.2%
CC1=Nn2c(nnc2C2CCCCC2)SC1
 : 1.2%, -0.8%
c1ccc2c(CSCCc3ccncc3)cccc2c1
 : ·, 6.8%
CCOc1ccc(-n2c(SCC(N)=O)nc3c(c2=O)SCC3)cc1
 : -0.7%, -5.5%
CCCCS(=O)(=O)C(=C1Nc2ccccc2N1)S(=O)(=O)CCCC
 : 1.8%, -1.5%
O=C(Nc1nnc(-c2ccccc2)s1)c1ccc(Cl)c(S(=O)(=O)N2CCOCC2)c1
 : 0.2%, 1.8%
O=C(c1ccc2c(c1)OCO2)N(c1ccc(F)cc1)C1C=CS(=O)(=O)C1 (centres undefined)
 : -3.2%, 10.9%
Cc1ccc(NCc2nnc(SCCN3CCCCC3)n2CC2CCCO2)c(C)c1 (centres undefined)
 : 1.6%, 2.2%
COc1cc(C(=O)Nc2nc3ccccc3s2)ccc1OCc1c(C)noc1C
 : ·, 0.5%
CCN1C(=O)/C(=C2\SC(=S)N(CCCOC)C2=O)c2ccccc21
 : -6.3%, 0.4%
COc1ccc2c(-c3ccccc3)cc(N3CCOCC3)nc2c1
 : 7.7%, 2.7%
Cc1snc2sc(C(=O)c3ccc(Br)cc3)c(N)c12
 : ·, -2.0%
CN(C)c1ccc(C(=S)N2CCOCC2)cc1Br
 : -7.6%&0.4%, -8.3%&1.8%
O=C(Nc1nc2ccccc2[nH]1)C1CC(=O)N(c2ccc3c(c2)OCCO3)C1 (centres undefined)
 : -3.6%, -3.3%
Cc1n[nH]c(=S)n(/N=C/c2ccc3c(c2)OCO3)c1=O
 : -2.0%, 0.2%
CCOc1ccccc1NC(=O)Nc1cccc(C(C)=O)c1
 : ·, 4.8%
O=C1c2ccccc2NC(c2ccccc2F)N1c1ccc(Cl)cc1 (centres undefined)
 : -4.0%, 2.2%
Cn1c(=O)[nH]c(=O)c2c1nc(N1CCOCC1)n2CC(O)COc1ccc2ccccc2c1 (centres undefined)
 : 2.7%, 7.5%
O=c1c2nnn(Cc3ccccc3)c2ncn1C/C=C/c1ccccc1
 : -7.9%, -1.5%
CCOC(=O)c1c(NC(=O)C2CCCCC2)sc(C(=O)Nc2ccccc2F)c1C
 : 3.7%, -3.8%
COc1ccc(S(=O)(=O)N2CCN(C(=O)c3cccs3)CC2)cc1OC
 : -5.6%, -0.4%
O=C(NCc1cccnc1)c1nn2c(c1Cl)NC(c1ccccc1)CC2C(F)(F)F (centres undefined)
 : 3.0%, -1.6%
O=C1C(Nc2ccccc2)=CC(c2ccc3c(c2)OCO3)N1c1ccccc1 (centres undefined)
 : 1.7%, -1.2%
CC(c1ccccn1)N(CCN(C)C)C(=S)Nc1ccccc1F (centres undefined)
 : ·, 1.2%
O=C(NC1CCCC1)C1CC(=O)N(CCc2ccccc2)C1 (centres undefined)
 : 3.3%, 6.7%
O=C(Nc1ccccc1F)c1cncc(Br)c1
 : -5.8%, -1.4%
Clc1ccc(C2=CSC3=NCCN23)cc1
 : -0.9%, 4.4%
COC(=O)c1ccccc1S(=O)(=O)N(CCCN1CCOCC1)Cc1cccs1
 : 1.2%, -2.3%
Fc1cccc(-c2nc3ccccc3[nH]2)c1
 : 3.5%, 2.8%
CCOC(=O)N1CCN(C(=O)CSc2ncccn2)CC1
 : -6.6%, 0.5%
O=C(c1ccc2c(=O)n(C3CCCC3)c(=S)[nH]c2c1)N1CCc2ccccc21
 : ·, -1.6%
CC(C)c1[nH]nc2c1C(c1ccc(OC(=O)c3ccco3)cc1)C(C#N)=C(N)O2 (centres undefined)
 : 4.9%, 0.0%
COC(=O)C1CCN(C(=O)c2ccccc2NC(C)=O)CC1
 : -16.6%, 1.1%
CCc1cc(C)cc(OCCOc2ccc(/C=N/n3cnnc3)cc2)c1
 : 5.3%, -1.3%
Cn1cnc2c1c(=O)n(Cc1cccc(Br)c1)c(=O)n2C
 : 0.1%, -0.5%
O=C(c1c[nH]c2ccc(F)cc2c1=O)N1CCCCCC1
 : ·, 1.2%
COc1ccc(-c2ccc(=O)n(CC(=O)Nc3ccc(C(=O)NC4CC4)cc3)n2)cc1OC
 : ·, -0.5%
O=C(c1ccccc1)N1CCN(c2ccccc2F)CC1
 : -6.9%, -7.9%
Nc1c(C(=O)Nc2ccccc2)sc2nc3c(c(-c4ccco4)c12)CCC3
 : ·, -10.7%
Cc1csc(NC(=O)C2CCCN2C(=O)OCC(C)C)n1 (centres undefined)
 : -1.7%, 4.3%
O=C1/C(=C/c2ccc(Cl)cc2Cl)SC(=S)N1c1ccc(Br)cc1
 : 0.4%, 5.1%
COc1ccc(/C=C2/N=C(c3ccc(Br)cc3)OC2=O)cc1
 : 0.1%, 2.4%
COc1ccccc1NC(=O)N1CCN(c2ccc(F)cc2)CC1
 : ·, -3.2%

Some of these compounds in order of the Hsp70 inhibitors value, highest first.
mol	MKP-3 inhibition	Hsp70 inhibitors
O=C(NC1CCCC1)C1CC(=O)N(CCc2ccccc2)C1 (centres undefined)	3.3%	6.7%
O=C1/C(=C/c2ccc(Cl)cc2Cl)SC(=S)N1c1ccc(Br)cc1	0.4%	5.1%
Clc1ccc(C2=CSC3=NCCN23)cc1	-0.9%	4.4%
CC(Sc1c[nH]c2ccccc12)C(=O)O (centres undefined)	·	2.4%
O=c1oc2ccccc2c2c1ncn2-c1ccccc1	1.2%	1.6%
CC(CC(=O)O)CC(=O)Nc1ccccc1C(=O)O (centres undefined)	-5.9%	0.2%
